Apaf-1 inh: inhibitors of human Apaf-1 apoptosome; O14727; reconstituted apoptosome caspase-3 activity, DEVD-Rh110 fluorescence; inhibition, % at 20 µM; 330,000 compounds, 0.71% hits; AID 489030; active means inhibition of at least 40% at 20 µM;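 further: plate controls were DMSO wells for no effect and DEVD-CHO caspase inhibitor wells for full effect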
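detection = Rh110 fluorescence intensity | test system = biochemical Apaf-1 apoptosome reconstitution | also added = cytochrome c and DEVD-Rh110 substrate | schedule = 30 min plus 50 min, RT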
SENP7 inh: blocks the human protease SENP7; Q9BQF6; recombinant SENP7, Z-RLRGG-aminoluciferin luminescence, 40 min; inhibition, % at 5 µM; 330,000 compounds, 1.5% hits;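 active means inhibition above about 50% at the single test dose, limit read from the data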;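 further: plate controls were DMSO with enzyme for no effect and no enzyme buffer wells for full effect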
Target sequence (Q9BQF6 706-1050 limits assumed): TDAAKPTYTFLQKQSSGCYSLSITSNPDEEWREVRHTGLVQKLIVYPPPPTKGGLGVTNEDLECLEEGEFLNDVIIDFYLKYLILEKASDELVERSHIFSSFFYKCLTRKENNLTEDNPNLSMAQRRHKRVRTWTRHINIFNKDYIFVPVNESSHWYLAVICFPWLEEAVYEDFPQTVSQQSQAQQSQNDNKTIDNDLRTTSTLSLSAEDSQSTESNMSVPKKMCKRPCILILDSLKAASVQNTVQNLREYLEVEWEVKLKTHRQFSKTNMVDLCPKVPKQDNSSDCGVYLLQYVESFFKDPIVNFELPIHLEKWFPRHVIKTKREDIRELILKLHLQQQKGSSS
SENP8 block-1: SENP8 protease inhibition; AID 2540; 330,000 compounds, 1.2% hits; inhibition, % at 10 µM; purified SENP8, Z-RLRGG-aminoluciferin cleavage, luminescence; in the data active means inhibition above about 50%
SENP6 block: inhibitors of human SENP6 protease; Q9GZR1; Recombinant SENP6 catalytic domain, aminoluciferin luminescence; inhibition, % at 10 µM; 330,000 compounds, 1.8% hits; AID 2599;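 active means inhibition above about 50% at the single tested dose, limit read from the data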;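 further: plate controls were DMSO wells with enzyme for no effect and DMSO wells lacking enzyme for full effect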
Target sequence (Q9GZR1 628-1112 limits assumed): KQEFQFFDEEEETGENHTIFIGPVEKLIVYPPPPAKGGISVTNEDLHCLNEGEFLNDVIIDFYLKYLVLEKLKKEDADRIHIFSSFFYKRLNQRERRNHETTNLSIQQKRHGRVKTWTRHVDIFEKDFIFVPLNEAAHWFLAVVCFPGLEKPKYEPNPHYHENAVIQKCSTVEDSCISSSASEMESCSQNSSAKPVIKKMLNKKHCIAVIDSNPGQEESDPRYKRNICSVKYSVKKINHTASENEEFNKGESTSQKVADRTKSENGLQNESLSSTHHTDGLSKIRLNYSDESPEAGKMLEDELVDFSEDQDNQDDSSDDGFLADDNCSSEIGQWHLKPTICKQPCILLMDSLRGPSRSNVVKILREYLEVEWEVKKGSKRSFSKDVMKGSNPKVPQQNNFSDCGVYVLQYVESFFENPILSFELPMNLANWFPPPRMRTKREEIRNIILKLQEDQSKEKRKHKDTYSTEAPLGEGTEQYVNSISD
HKDC1 inhibitor: blocks human hexokinase HKDC1 activity; Q2TB90; recombinant HKDC1, G6PDH/diaphorase resazurin coupled fluorescence; inhibition, % at 20 µM; 340,000 compounds, 0.16% hits;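 active means inhibition above about 35% when tested at 20 µM, limit read from the data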;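 further: plate controls were DMSO wells with enzyme for no effect and DMSO wells lacking enzyme for full effect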
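Assay system – recombinant HKDC1 (HK5) hexokinase enzyme, produced in-house · Input – HKDC1 at 5 µg/mL · Reagent – glucose plus 1 mM ATP as hexokinase substrates · Timing – 90 min reaction incubation at room temperature, dark · Measured by – G6PDH/diaphorase-coupled fluorescence, 1 mM NADP, 100 µM resazurin, 525/613 nm · Benchmarks – DMSO-enzyme wells negative, buffer-substituted wells positive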
SENP1 FRET inh: SENP1 (human) catalytic domain inhibition | Q9P0U3 | inhibition, % at 10 µM | recombinant SENP1 catalytic domain, CyPet-SUMO1-YPet FRET cleavage | 360,000 compounds, 0.21% hits;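 active means inhibition at least 30% at 10 µM, raw YFP signal under a set limit, fluorescence ratio 0.5 to 1.5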;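 further: 0% = enzyme with DMSO and 100% = no enzyme wells; some results filed as inactive read as strong as hits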
Target sequence (Q9P0U3 419-644 limits assumed): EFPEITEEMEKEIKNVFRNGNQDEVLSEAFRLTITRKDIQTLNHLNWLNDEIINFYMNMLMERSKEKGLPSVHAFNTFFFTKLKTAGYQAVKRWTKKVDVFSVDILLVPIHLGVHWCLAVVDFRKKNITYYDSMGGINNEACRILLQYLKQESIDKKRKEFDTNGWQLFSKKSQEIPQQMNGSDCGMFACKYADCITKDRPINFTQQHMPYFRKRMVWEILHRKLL
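Assay system – human recombinant His6-tagged SENP1 catalytic domain enzyme · Input – SENP1 enzyme, 20 pM final · Buffer or medium – Tris pH 8 buffer plus EDTA, NaCl, BME, BSA, NP40, catalase · Schedule – 50 min reaction at room temperature · Technique – FRET read of cyan and yellow fluorescence · Control set – no-enzyme wells low, DMSO-plus-enzyme wells high control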
PfG6PD inh: PfG6PD (Plasmodium falciparum) enzyme inhibition | PfGluPho enzyme, NADPH resazurin-diaphorase fluorescence | inhibition, % at 20 µM | 350,000 compounds, 0.78% hits;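 active means inhibition reaching at least a set limit at 20 µM in the primary screen, cut at about 59% in these data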;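 further: 0% = DMSO wells with substrate and 100% = DMSO wells lacking glucose-6-phosphate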
SENP8 block-2: blocks human SENP8 cleavage of Nedd8 substrate; Q96LD8; recombinant SENP8, Nedd8 substrate fluorescence; inhibition, % at 20 µM; 360,000 compounds, 0.64% hits; AID 602440; in the data active means inhibition mostly above about 40%, no sharp cut-off; inactive means mostly below about 27%
* marks the source's active call; other numbers are inactive results; . = not tested or not shown.

SMILES	Apaf-1 inh	SENP7 inh	SENP8 block-1	SENP6 block	HKDC1 inhibitor	SENP1 FRET inh	PfG6PD inh	SENP8 block-2
O=C(Cc1ccc(Br)cc1)Nc1ccccc1Sc1ccccc1	-10	15	-4	-17	2	2	-2	0
COc1ccc(S(=O)(=O)NCC2CCCN(Cc3ccc(C)o3)C2)cc1 (configuration not stated)	9	-2	-8	-4	-7	1	-4	11
Cc1ccc(SCCC(=O)Nc2cccc(N(C)S(C)(=O)=O)c2)cc1	4	3	6	3	4	0	-10	17
O=S(=O)(c1cccc(Br)c1)N1CCN(CCc2ccccc2)CC1	18	8	-3	-16	-4	2	-1	14
CC(C)N(Cc1nccn1C)C(=O)c1cc(COc2ccc(-n3cncn3)cc2)on1	8	0	-4	-15	5	0	-7	4
COc1ccc(C(OC(=O)c2ccco2)C(=O)NCc2ccc(C)cc2)cc1 (configuration not stated)	19	-1	-1	-4	-5	2	-12	13
CCOC(=O)c1c(C)[nH]c(C(C)=NNC(=O)c2cccs2)c1C	4	4	-5	-6	-8	-1	-24	-136
Cc1cc(C)c2c(=O)c(C#N)coc2c1	13	-18	1	-8	20	2	3	2
CCOC(=O)c1nnc(-c2ccccc2)nc1N1CCSCC1	7	2	10	7	-9	0	-7	12
COCCNC(=O)C(c1ccc(C)o1)N(Cc1ccc(OC)cc1)C(=O)Cn1nnc2ccccc21 (configuration not stated)	0	-5	5	-16	-8	0	-5	13
O=C(c1cccc(-c2nnc(-c3ccccc3)o2)c1)N1CCCCCC1	11	-11	-13	5	-4	0	-10	11
CCOC(=O)C1=C(C)N(C)C(=O)NC1c1cccc([N+](=O)[O-])c1 (configuration not stated)	4	0	-3	-1	-5	0	14	19
COc1cc(/C=N/NC2=NS(=O)(=O)c3ccccc32)cc(OC)c1OC	0	1	-1	16	-4	3	-18	-10
Cc1onc(-c2ccccc2)c1C(=O)N(C)CC(=O)Nc1ccc(F)c(F)c1F	-5	-1	5	21	1	-1	-13	14
COc1ccc(/C=C(\NC(=O)c2ccc(C)cc2)C(=O)NCCCn2ccnc2)cc1	4	0	-1	-12	-7	1	-4	6
Cc1nc2ccccc2n1CC(=O)OCC(=O)NCCc1ccccc1	4	2	-7	4	-5	2	-9	8
CC(C)Cc1nnc(NS(C)(=O)=O)s1	-8	-2	-4	-21	-5	1	24	16
Cc1ccc(/C=N/NC(=O)CNC(=O)c2cccc([N+](=O)[O-])c2C)o1	1	-1	-2	1	-12	2	-4	24
CCOc1ccc(C2c3c(oc4ccccc4c3=O)C(=O)N2c2ccc(C)cn2)cc1OC (configuration not stated)	7	-10	3	10	-3	-7	9	13
COc1ccc(-c2nc3nc(C)c(Cc4ccccc4)c(=O)n3[nH]2)cc1	49*	5	-2	-8	2	-1	-5	8

Gathered by group, the entries above containing bromine
SMILES	Apaf-1 inh	SENP7 inh	SENP8 block-1	SENP6 block	HKDC1 inhibitor	SENP1 FRET inh	PfG6PD inh	SENP8 block-2
O=C(Cc1ccc(Br)cc1)Nc1ccccc1Sc1ccccc1	-10	15	-4	-17	2	2	-2	0
O=S(=O)(c1cccc(Br)c1)N1CCN(CCc2ccccc2)CC1	18	8	-3	-16	-4	2	-1	14

Next part
SMILES	Apaf-1 inh	SENP7 inh	SENP8 block-1	SENP6 block	HKDC1 inhibitor	SENP1 FRET inh	PfG6PD inh	SENP8 block-2
CC1Cc2ccccc2N1C(=O)CSc1nncn1C (configuration not stated)	1	6	6	-5	0	0	2	3
O=S(=O)(c1ccc2c(c1)OCCO2)N1CCN(Cc2ccccc2)CC1	3	-4	5	-4	4	-13	-1	3
CCN(CC)Cc1c(C(=O)N/N=C/c2cccnc2)nnn1-c1nonc1N	6	-15	-8	-35	5	1	-16	20
Cc1cc(C)c2c(c1)[C@@H]1C=CC[C@@H]1[C@H](c1ccc(S(=O)(=O)N3CCOCC3)cc1)N2	.	.	.	.	5	19	13	-41
Cc1cc(C)c(C#N)c(N2CCCC2)n1	-11	1	-2	-9	-6	1	-2	-233
CCOc1ncccc1C(=O)OCc1ccc(C(=O)OC)o1	-4	-3	-5	-19	-5	0	1	12
COCCN1C(=O)C(=O)/C(=C(/O)c2ccc(S(=O)(=O)N3CCOCC3)cc2)C1c1ccc(O)cc1 (configuration not stated)	-3	16	8	27	4	1	-32	8
COC(=O)c1cccnc1NC(=S)NNC(=O)c1ccncc1	0	0	8	7	-8	1	-12	16
CCC1C(=O)N=C(SCC(=O)NC2CCCCC2)NC1=O (configuration not stated)	-19	4	10	8	-10	2	-6	19
Cn1ccc(NC(=O)c2ccc(Cl)cc2Cl)n1	-1	-1	-9	4	-3	1	-13	13
COc1ccc([N+](=O)[O-])cc1N(CC(O)CN(C)C)S(=O)(=O)c1ccc(C)cc1 (configuration not stated)	2	-9	-10	-1	-11	1	8	3
O=C(CN1C2CCCC1CC(NC(=O)C1CCCCC1)C2)NCc1ccc(F)cc1 (configuration not stated)	-24	4	4	-1	-6	1	-5	25
O=C(NC(=S)Nc1nc(-c2ccc(Cl)cc2)cs1)c1cccs1	7	2	3	-14	-10	-1	-2	14
CCc1ccc(S(=O)(=O)NCCc2cn3ccc(C)cc3n2)s1	-2	-5	-3	-6	-2	2	-3	-22
CS(=O)(=O)c1ccc(Cl)c(NC(=O)c2cc(=O)[nH]c3ccc(S(=O)(=O)N4CCOCC4)cc23)c1	-3	0	10	7	2	0	-7	-64
C#CCOc1c(Cl)cc(C2C3=C(CCCC3=O)N(CC(=O)O)C3=C2C(=O)CCC3)cc1OC	6	0	8	-3	5	-25	1	-500
O=C(NCCc1c[nH]c2ccccc12)C(=O)NCC1OCCN1S(=O)(=O)c1ccc(Cl)cc1 (configuration not stated)	7	-4	7	-6	-3	2	11	13
CCCCc1nc2cc(C(=O)N3CCN(c4nc(C)cnc4C)CC3)ccc2o1	3	4	-3	7	-2	4	3	-133
O=c1nc(N2CCCCC2)nc2n1CCO2	8	-12	-14	-23	-4	2	-2	18
CC(=O)Nc1ccc(NS(=O)(=O)c2cc(Cl)sc2Cl)cc1	2	4	-2	-22	-3	0	0	8

A second format for some results above:
| SMILES | Apaf-1 inh | SENP7 inh | SENP8 block-1 | SENP6 block | HKDC1 inhibitor | SENP1 FRET inh | PfG6PD inh | SENP8 block-2 |
| --- | --- | --- | --- | --- | --- | --- | --- | --- |
| O=C(NCCc1c[nH]c2ccccc12)C(=O)NCC1OCCN1S(=O)(=O)c1ccc(Cl)cc1 (configuration not stated) | 7 | -4 | 7 | -6 | -3 | 2 | 11 | 13 |
| CCCCc1nc2cc(C(=O)N3CCN(c4nc(C)cnc4C)CC3)ccc2o1 | 3 | 4 | -3 | 7 | -2 | 4 | 3 | -133 |
| O=c1nc(N2CCCCC2)nc2n1CCO2 | 8 | -12 | -14 | -23 | -4 | 2 | -2 | 18 |
| CC(=O)Nc1ccc(NS(=O)(=O)c2cc(Cl)sc2Cl)cc1 | 2 | 4 | -2 | -22 | -3 | 0 | 0 | 8 |

More compounds
SMILES	Apaf-1 inh	SENP7 inh	SENP8 block-1	SENP6 block	HKDC1 inhibitor	SENP1 FRET inh	PfG6PD inh	SENP8 block-2
CCOC(=O)CCC(NC(=O)CCCC(=O)NC(CCC(=O)OCC)C(=O)OCC)C(=O)OCC (configuration not stated)	10	-7	-12	-13	-10	1	3	2
N#CC(C#N)=C1C=CC=CN1/C(=C\c1ccccc1Cl)C(=O)c1ccccc1	.	.	.	.	7	-30	78*	-352
O=C(NCc1nc2ccccc2[nH]1)C1=C[C@H](c2ccc3c(c2)OCO3)C[C@H](OCCCCO)O1	1	4	-2	8	-7	-2	-10	-70
Cc1ccc(NC(=O)CN(C)Cc2nc3c(Br)cc(Br)cc3c(=O)[nH]2)cc1	16	-4	-16	-25	4	-15	-2	-6
CCOC(=O)c1cccnc1SCc1cc(=O)n2ccccc2n1	-10	-4	-1	-4	-3	-1	-7	-182
Cc1cccc(Cn2nc(C(C)(C)C)cc2C(=O)N2CCOCC2)c1	-2	8	2	1	-2	0	-3	17
O=C(CC1C(=O)NCCN1Cc1cccc(C(F)(F)F)c1)NCCc1cnccn1 (configuration not stated)	-1	-4	1	-7	-1	-6	3	-28
O=C(c1nn(Cc2ccccc2)c(=O)c2ccccc12)N1CCN(C/C=C/c2ccccc2)CC1	18	-2	-8	-4	6	0	3	18
CCOc1cccc(C(=O)Nc2ccncc2)c1	3	-6	-6	-7	-3	0	13	5
CCOC(=O)c1sc(NC(=O)CCSC)nc1C	-4	-5	-12	-17	-4	-14	7	26
CCOC(=O)c1[nH]c2ccccc2c1CCCN1C(=O)c2ccccc2C1=O	15	-1	1	-8	0	2	20	14
COc1ccc([C@H]2CC(=O)C=C(c3ccccc3)C2)cc1	10	7	5	-5	1	0	7	17
NNC(=O)C1C(O)CCC2CN3CCc4c([nH]c5ccccc45)C3CC21 (configuration not stated)	.	.	.	.	-2	-27	2	-24
CCCCn1nc(C(=O)N(C)CC(=O)Nc2cccc(F)c2)c2ccccc2c1=O	8	-8	9	4	-2	3	-3	2
CNC(=O)c1c(NC(=O)c2ccc(S(=O)(=O)N3CCCCC3)cc2)sc2c1CCN(C(C)C)C2	3	9	-6	-4	11	-38	7	-35
CN=C1S/C(=C\c2ccc(N3CCCC3)c(F)c2)C(=O)N1C	11	71*	12	73*	-2	-30	9	-61
Cc1ccn2c(CN3CCOCC3)c(-c3ccccc3)nc2c1	4	5	2	10	-2	3	4	-332
CCN(C(=O)COc1ccc(N(C)S(=O)(=O)c2ccc(NC(C)=O)cc2)cc1)C1CCCCC1	22	11	3	16	14	0	11	1
COCC1CCN(C(=O)C2CCC(=O)N(CC3CCCCC3)C2)CC1 (configuration not stated)	-2	2	-5	1	-5	0	-10	22
O=C(NC1CCS(=O)(=O)C1)c1cccc(S(=O)(=O)N2CCCC2)c1 (configuration not stated)	-4	1	0	8	-7	1	-1	-2
CSCCC(NC(N)=O)C(=O)Nc1ccc(F)c(Cl)c1 (configuration not stated)	-12	-6	-4	-12	3	2	7	15
COc1cccc(OC)c1C(=O)Nc1cccc(-c2ccc3nncn3n2)c1	-4	5	2	-4	1	1	-10	9
O=C(Nc1ccc(Cl)c(S(=O)(=O)N2CCOCC2)c1)c1ccncc1	-9	4	1	3	-1	0	-3	18
COc1ccc(C(=O)NCCNc2nc3c(C)cccc3cc2C#N)cc1	5	9	-11	12	1	-88	-1	-398
CN1CCc2nc3sc(C(=O)C45CC6CC(CC(C6)C4)C5)c(N)c3cc2C1	25	2	8	-13	26	-20	30	-301
CCCn1nnnc1NCc1cccc(OC)c1	12	-20	-5	-13	-6	-2	2	7
CC(C)(C)OC(=O)N1CCC2(CC1)Oc1ccc(F)cc1C(=O)C21CC(c2cccnc2)=NO1 (configuration not stated)	19	7	-16	-12	-3	1	0	-4
COC(=O)[C@@H](NC(=O)Nc1cccc(Br)c1)C(C)C	-2	-5	-7	-17	9	0	0	31
Cn1c(=O)c2ncn(CC(=O)NC3CCCCCC3)c2n(C)c1=O	-2	0	-4	10	-1	-1	-13	21
Brc1ccc(-c2ccc(C3Nc4cccc5cccc(c45)N3)o2)cc1	0	3	10	16	.	.	.	.
CC(C)NC(=O)c1c(O)c2cccc3c2n(c1=O)CCC3	6	0	10	-11	-10	2	-9	-83
Cc1cc(NC(=O)COC(=O)CC2CCCC2)c([N+](=O)[O-])cc1C	9	-1	-4	-17	2	3	13	8
COc1ccc(C(C)=O)cc1CSc1ccc(S(=O)(=O)N2CCCCC2)cn1	12	8	7	8	3	1	41	2
CCOC(=O)c1c(NC(=O)CN2CCCCC2)sc2c1CCCC2O (configuration not stated)	36	-7	-6	-11	3	-5	19	4
